Screening results from PubChem BioAssay.
AmpC detergent: qHTS Inhibitors of AmpC Beta-Lactamase (assay with detergent) | AID 485294, 2010 | AmpC hydrolysis of nitrocefin, absorbance 480 nm, 0.01% Triton | Potency, µM (highest dose often 114 µM), inactives show at the highest dose activity change, negative = inhibition, hits mostly inhibitors | 370,000 tested, 0.041% active | P00811;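 also: potency is read from the fitted curve at half-maximal effect; 0% = no-compound wells and -100% = no-enzyme wells; nearly all actives have a fitted effect of over 25% in size; some results filed as inactive show a strong effect at the top dose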
Target sequence (P00811 whole entry, looked up): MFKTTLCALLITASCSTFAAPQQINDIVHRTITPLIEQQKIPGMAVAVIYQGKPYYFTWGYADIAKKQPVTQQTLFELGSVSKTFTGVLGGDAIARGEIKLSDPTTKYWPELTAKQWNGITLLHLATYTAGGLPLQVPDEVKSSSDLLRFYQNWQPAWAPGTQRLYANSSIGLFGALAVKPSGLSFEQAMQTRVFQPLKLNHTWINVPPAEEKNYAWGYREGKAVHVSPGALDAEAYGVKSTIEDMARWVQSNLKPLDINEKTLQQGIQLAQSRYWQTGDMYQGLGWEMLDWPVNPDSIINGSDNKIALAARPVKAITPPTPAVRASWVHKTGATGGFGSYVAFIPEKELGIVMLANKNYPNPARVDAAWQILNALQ
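20 mM phosphate pH 7.0 + 0.01% (detergent screen) or 0.0001% Triton X-100; 5.3 nM AmpC reagent; cpd preinc 15 min RT; nitrocefin (800 uM stock) to start; A480 q20 s × 4 min; Activity was normalised to no-enzyme and no-compound control wells.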
Cycloheximide cs: Cycloheximide Counterscreen for Small Molecule Inhibitors of Shiga Toxin; 300,000 tested, 12% active; max response, %; cell reporter, cycloheximide protein synthesis inhibition counterscreen; in the data active = max response mostly above about 13%, no sharp cut-off; inactive = mostly below about 14%; also: read at 38.3 µM for the half of the compounds with a filed dose; 0% is about no effect
FBPA Giardia inh: qHTS Assay for Inhibitors of Fructose-1,6-bisphosphate Aldolase from Giardia Lamblia | A8B2U2 | purified Giardia FBPA | Potency, µM (titrated, usually from 59.6 µM), inactives show at the highest dose activity, negative = inhibition, most hits filed as inhibitors | 290,000 tested, 0.71% active; also: potency is read from the fitted curve at half-maximal effect; % is scaled to controls: 0 for no effect and ±100 for the full control effect; nearly all actives have a fitted effect of over 55% in size
Target sequence (A8B2U2 whole entry, looked up): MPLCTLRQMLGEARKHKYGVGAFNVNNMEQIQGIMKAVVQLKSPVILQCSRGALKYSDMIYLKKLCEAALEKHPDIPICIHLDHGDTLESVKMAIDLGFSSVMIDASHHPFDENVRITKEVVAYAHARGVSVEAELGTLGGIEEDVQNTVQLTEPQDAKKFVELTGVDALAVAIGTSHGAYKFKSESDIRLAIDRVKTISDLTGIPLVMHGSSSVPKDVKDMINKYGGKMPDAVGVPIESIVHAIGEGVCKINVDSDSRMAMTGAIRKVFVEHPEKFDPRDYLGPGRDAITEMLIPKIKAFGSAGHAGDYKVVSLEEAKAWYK
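Giardia FBPA (40 nM reagent) was preincubated 10 min at RT with compound (up to 57.5 uM final), then substrate plus GAPDH/TPI/NAD/arsenate coupling system with diaphorase/resazurin was added; resorufin fluorescence (525/598 nm) was read after 20 min.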
Shiga toxin inh: A qHTS for Small Molecule Inhibitors of Shiga Toxin | AID 2315, 2010 | inhibition, % at 38.7 µM | Vero cells, Shiga toxin protein synthesis inhibition reporter | 290,000 tested, 9.2% active; in the data active = inhibition mostly above about 28%, no sharp cut-off; inactive = mostly below about 43%; also: 0% is about no effect
AMA1-RON2 inh: qHTS for Inhibitors of AMA1-RON; Towards Development of Antimalarial Drug Lead: Primary Screen; AlphaScreen AMA1-biotinylated RON2 peptide binding; Plasmodium falciparum AMA1 (3D7) - RON2 peptide interaction; Potency, µM (titrated, usually from 58.2 µM), for inactives: at the highest dose activity change, negative = inhibition, actives largely listed as inhibitors; 360,000 tested, 0.2% active;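 also: potency is read from the fitted curve at half-maximal effect; 0% = vehicle wells and -100% = peptide control; nearly all actives have a fitted effect of over 45% in size; some results filed as inactive show a strong effect at the top dose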
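AMA1 (3D7) with his tag at 25 nM final met compounds first, then biotinylated RON2 peptide at 25 nM; detection used donor plus acceptor beads, 10 µg/mL apiece, read by AlphaScreen after 30 min at room temperature.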
HCMV antiviral: qHTS Assay for inhibitors of the human cytomegalovirus (HCMV); activity change, negative = inhibition, % at 57.5 µM; HFF cells, HCMV-luciferase reporter, 72 h; stronger effect = lower value; 410,000 tested, 4.5% active; in the data active = activity change below about -60%; inconclusive = no clear call, values can overlap the other calls; inactive = above about -39%; also: % is scaled to controls: 0 for no effect and ±100 for the full control effect
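Luciferase read-out from HCMV-luciferase-infected HFFs (MOI 1 PFU/cell) 72 h post infection at 37C; compounds added after 16 h cell attachment; activity normalized between buffer-only basal and Salinomycin (10uM) inhibitor controls.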
AmpC no deterg: qHTS Inhibitors of AmpC Beta-Lactamase (assay without detergent); P00811; AID 485341, 2010; 330,000 tested, 0.52% active; AmpC nitrocefin hydrolysis, absorbance 480 nm, 0.0001% Triton; Potency, µM (top dose mostly 57.1 µM), inactives show at the highest dose activity change, negative = inhibition, usual class: inhibitors;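 also: potency is read from the fitted curve at half-maximal effect; plate controls were no compound for no effect and no enzyme for full effect; nearly all actives have a fitted effect of over 20% in size; some results filed as inactive show a strong effect at the top dose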
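AmpC (5.3 nM in the dispensed reagent) in 20 mM phosphate pH 7.0 with 0.01% (detergent screen) or 0.0001% Triton X-100 was preincubated with compounds for 15 min at room temperature. Nitrocefin was then added from an 800 uM solution, and hydrolysis was followed at 480 nm.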
Active calls of the source: *; u = inconclusive; x = not tested or not shown; & = joins results of further samples; [ ] = dose if it differs, or a comment. Unless noted, calls follow the shape of the dose curve; as a rule, active = well fitted curve in the direction sought with a large enough effect; inconclusive = small, poorly fitted or top-dose-only effect, or another doubt; inactive = no such curve, though single readings can be large; an effect the other way counts as inactive or inconclusive.

SMILES	AmpC detergent	Cycloheximide cs	FBPA Giardia inh	Shiga toxin inh	AMA1-RON2 inh	HCMV antiviral	AmpC no deterg
O=C(Nc1ccc(C(=O)N2CCCC2)cc1)Nc1ccc(Cl)cc1Cl	-12%	-1	0%	-2	16%	-19	-21%
c1ccc(Cc2nnc3sc(C4COc5ccccc5O4)nn23)cc1 (stereo unspecified)	-7%	0	1%	1	0%	x	17%
Cc1ccc(C)c(NS(=O)(=O)c2cc(C(=O)NCc3ccccn3)ccc2C)c1	6%	5	x	-4	46%[activator]	5	3%
Cc1ccsc1/C=N/NC(=O)Nc1ccccc1	u	31*	-3%	57*	7%	50	-15%
CCN(CC)CCOC(=O)c1ccccc1Br	-12%	-1	4%	55	17%	u	-22%
COc1ccc(C(CC(=O)NCCCN2CCOCC2)NS(=O)(=O)c2ccc(C)cc2)cc1 (stereo unspecified)	-8%	-2	5%	7	-1%	24	4%
CCOC(=O)C1=NN(C(=O)c2ccccc2)C(O)(c2ccc(C)cc2)C1 (stereo unspecified)	3%	45*	11%	89*	84%[activator]	-39	-7%
Cc1c(C(=O)Nc2ccccc2[N+](=O)[O-])csc1-c1ccccc1	2%	34*	-4%	97*	-23%[11.6 µM]	-25	-9%
COc1ccccc1OCCNC(=O)c1ccco1	5%	9	x	22	16%	17	-5%
Cc1cccc(OCCCC(=O)Nc2ccc(N(C)C)cc2)c1	-1%	84*	-6%	122*	u	40	-12%
Cc1ccc(NC(=O)Cn2c(=O)c3cccn3c3ccccc32)c(C)c1	2%	-2	x	-3	-10%	7	-12%
CN(C(=O)CNc1ccccc1Cl)C1CCS(=O)(=O)C1 (stereo unspecified)	x	x	x	x	10%	-28	-17%
Cc1ccccc1N1CCN(S(=O)(=O)c2ccccc2)CC1	16%&-2%	-1	6%	14	0%	-4&22	-17%
Cc1cc(C)n2nc(C)[n+](C)c2n1	-5%	-4	-10%	-12	1%	-12	-16%
COc1ccc(-n2c(SCC(=O)NCCCN3CCCC3=O)nnc2C(C)N2CCCCC2)cc1 (stereo unspecified)	2%	-2	4%	-9	-11%	-27	15%
CN(C(=O)CCNC(=O)Cn1cnc2ccccc2c1=O)c1ccc(F)cc1	2%	-4	0%	-5	-5%	5	10%
COc1ccc(NS(=O)(=O)c2ccc(C)c(C(=O)NCc3cccnc3)c2)cc1	-6%	2	x	-27	22%	38	-34%
CCn1nc(CC(=O)Nc2ccc(-n3cnnn3)c(OC)c2)c2ccccc2c1=O	-12%	-4	5%	-8	33%[activator]	68	-2%
CN1CCC(N(C)Cc2cccnc2)CC1	-7%	-2	u	-17	-11%	-1	-4%
C[C@@H](C(=O)Nc1nc2ccccc2s1)N1C(=O)C2CC=CCC2C1=O (stereo partly specified)	-13%	17	-1%	22	1%	108	-26%
O=C(NCCc1ccc(F)cc1)c1cc(=O)c2ccccc2o1	-8%	25*	4%	30	6%	-40	-21%
COC(=O)c1sc(S(=O)(=O)N2CCC(C(=O)O)CC2)c(C(=O)OC)c1C	3%	1	19%	-11	-19%	20	-2%
Nn1c(Cc2cccc3ccccc23)nnc1SC1CCOC1=O (stereo unspecified)	u	-3	-6%	-10	1%	-18	-22%
COc1cc(C(F)(F)F)nc(-c2ccccn2)n1	-8%	-2	-1%	-6	-3%	0	-12%
CC(C)Nc1nc(Cl)nc(NC2CCCCC2)n1	u	10	17%	14	-4%	84	-31%
COc1ccc(CNC(=O)CN2C(=O)C(C)N(c3ccc(C)cc3)C2=O)cc1 (stereo unspecified)	u	7	0%	-16	12%	-15	2%
O=C(CN(Cc1ccccc1)S(=O)(=O)c1ccc(F)cc1)NCc1ccncc1	u	-6	3%	-2	0%	-9	0%
CNc1cnn(-c2ccc(C)cc2)c(=O)c1Sc1ccc(C)cc1	0%	-5	2%	-5	7%	-5	-32%
CC1(C)CC(C(=O)NCCC(c2ccccc2)c2ccco2)CCO1 (stereo unspecified)	7%	-5	0%	-11	4%	-10	-8%
COC(=O)c1[nH]c2ccc(C)cc2c1NC(=O)CN1CCN(C(=O)c2ccccc2)CC1	u	1	4%	-11	15%	11	33%

For reference, four of the compounds above:
SMILES	AmpC detergent	Cycloheximide cs	FBPA Giardia inh	Shiga toxin inh	AMA1-RON2 inh	HCMV antiviral	AmpC no deterg
O=C(NCCc1ccc(F)cc1)c1cc(=O)c2ccccc2o1	-8%	25*	4%	30	6%	-40	-21%
COC(=O)c1sc(S(=O)(=O)N2CCC(C(=O)O)CC2)c(C(=O)OC)c1C	3%	1	19%	-11	-19%	20	-2%
Nn1c(Cc2cccc3ccccc23)nnc1SC1CCOC1=O (stereo unspecified)	u	-3	-6%	-10	1%	-18	-22%
COc1cc(C(F)(F)F)nc(-c2ccccn2)n1	-8%	-2	-1%	-6	-3%	0	-12%

(listing goes on)
SMILES	AmpC detergent	Cycloheximide cs	FBPA Giardia inh	Shiga toxin inh	AMA1-RON2 inh	HCMV antiviral	AmpC no deterg
C/C(=N\NC(=O)c1cc(C)nc2ccccc12)c1ccncc1	-2%	-2	x	-20	64%[activator]	6	-26%
COc1ccc(CCNC(=O)C2CC(=O)N(c3ccc(Br)cc3)C2)cc1OC (stereo unspecified)	3%	-2	3%	11	11%	4	77%[activator]
COc1ccc(OC)c(-c2c(=O)n(OCc3ccccc3Br)c3ccccc3[n+]2[O-])c1	-10%	-5	-7%	-12	-25%	u	50%
CCOc1ccc(NC(=O)Cc2ccc(NC3=NC4CS(=O)(=O)CC4S3)cc2)cc1 (stereo unspecified)	-5%	1	u	7	17%	17	-5%
O=C1Cc2ccccc2Sc2ccccc21	4%	5	0%	-10	-1%	-29	-35%
COc1nc(OC)nc(N2CCC(NC(=O)C(Cc3cccc(OC)c3OC)NC(C)=O)CC2)n1 (stereo unspecified)	2%	-4	-6%	-4	-2%	32	27%
CCn1c(NC2CCCCC2)nc2ccccc21	-10%	3	0%	17	-9%	12	-29%
c1ccc(-c2noc(-c3ccccc3-c3ccccc3)n2)cc1	-2%	15	3%	6	14%	3	-57%
CC(C)c1nc2oc3c(N4CCN(C)CC4)ncnc3c2c2c1CCC2	-17%	-4	4%	-44	14%	34	28%
COc1cccc(-n2nnc3c(=O)n(Cc4cccc(F)c4)cnc32)c1	3%	9	5%	24	5%	-7	-37%
COc1ccccc1N1CCN(C(=O)c2ccc(-c3ccc(Cl)cc3)o2)CC1	u	x	x	x	-29%	-12	92%[activator]
CN(c1ccccc1)S(=O)(=O)c1ccc(NC(=O)COc2ccccc2)cc1	-11%	-2	4%	-5	0%	-17	-25%
CC(C)(C)C(=O)C1=C(O)C(=O)N(Cc2ccccc2)C1c1ccccc1F (stereo unspecified)	u	-4	13%	x	-17%	-35	-16%
CC1=C(C(=O)Nc2ccccn2)C(c2ccc(F)cc2)n2ncnc2N1 (stereo unspecified)	4%	15*	8%	42	-5%	32	-4%
NC(=O)c1nsc(C(=O)N(Cc2ccco2)C(C(=O)NCc2ccc(F)cc2)c2ccc(O)cc2)c1N (stereo unspecified)	3%	1	0%	-8	-14%	-29	-45%
O=C(CSc1nnc(-c2ccccn2)n1Cc1ccccc1)N1CCCC1	-2%	-1	21%	-5	12%	28	8%
Cc1ccc(N2C(=O)NC(=O)/C(=C/C=C/c3ccco3)C2=O)cc1	-14%	24*	-7%	26*	5%[2.32 µM]	-98*	-21%
CC1(C)C(C(=O)OCC(Cl)(Cl)Cl)N2C(=O)C(NC(=O)Cc3ccccc3)C2S1=O (stereo unspecified)	2%	-2	8%	-4	-17%	0	31%
CN(CC(=O)Nc1ccc(Cl)c(Cl)c1)C(=O)C12CC3CC(CC(C3)C1)C2	u	-1	-4%	-3	5%	-19	-11%
COCCCNC(=O)C1=CCN(S(=O)(=O)c2ccc(C)cc2)CC1	u	-3	0%	-12	0%	12	-8%
COC(C(=O)Nc1ccc(S(=O)(=O)N2CCCCC2)cc1)c1ccccc1 (stereo unspecified)	-5%	3	-1%	-3	35%[activator]	-16	-7%
CCc1cccc(NC(=O)CS(=O)Cc2nc(-c3ccc(C)cc3)oc2C)c1 (stereo unspecified)	u	-4	0%	-15	-10%	19	23%
Cn1c(=O)n(C)c2cc([N+](=O)[O-])c(N3CCN(C(=O)c4ccccc4Br)CC3)cc21	2%	9	0%	-13	-3%	u	172%[activator]
CNC(=O)CSc1nnc(-c2ccc(S(=O)(=O)N3CCCC3)cc2)n1-c1cccc(C)c1C	-9%	-2	2%	-3	1%	5	173%[activator]
O=C(O)C1C2CCC(C2)C1C(=O)NCCCn1ccnc1 (stereo unspecified)	-13%	-2	-4%	18	-12%	26	-4%
Cn1cccc1C(=O)OCC(=O)NNC(=O)c1ccc([N+](=O)[O-])cc1	x	x	x	x	109%[activator]	93	-12%
CSc1nc2ccccc2nc1N(C)S(=O)(=O)c1ccc(C)cc1	12%	6	x	-2	0%	-66*	-32%
CC(C)OC(=O)c1cccc(C(=O)Nc2cccc(NC(=O)c3cccc(C(=O)OC(C)C)n3)n2)n1	3%	-2	-11%	30	-8%	17	-1%
O=C(Nc1cccnc1)c1cc(-c2ccc3c(c2)OCO3)on1	u	30*	8%	89*	19%	60	-9%
NC(=O)C1CN(C(=O)c2nn(Cc3ccccc3)c(=O)c3ccccc23)c2ccccc2O1 (stereo unspecified)	-1%	x	x	x	-13%	-17	96%[activator]
CC(C)Nc1nnc(SC(C)C(=O)NCc2ccc3c(c2)OCO3)s1 (stereo unspecified)	-2%	2	3%	6	-1%	-21	-43%
O=C1c2cc(Cl)ccc2OC2(CCNCC2)C12CC(c1ccc(Cl)cc1)=NO2 (stereo unspecified)	u	-1	-1%	-6	-12%	x	26%
CCN(CC)S(=O)(=O)c1ccc(N/N=C(\C)c2ccc(OC)cc2O)nc1	7%	-1	-22%	10	38%[activator]	-62*	-11%
COc1ccccc1NC(=O)c1ccc(NC(=O)C2CC2C)cc1 (stereo unspecified)	x	x	x	x	11%[11.6 µM]	-12	-34%
COCCn1nnnc1C(c1ccccc1Cl)N1CCN(c2ccccc2OC)CC1 (stereo unspecified)	-14%	-3	0%	-7	-23%	7	69%[activator]
CC(C)(C)OC(=O)CN1C(=O)C(Sc2n[nH]c(-c3ccccc3)n2)CCc2ccccc21 (stereo unspecified)	-9%	-4	-5%	-10	6%	u	-2%
